ASM inhibitor = inhibitors of human secretory acid sphingomyelinase; P17405; placental ASM, HMU-PC fluorogenic substrate, 60 min; Potency, µM (top dose mostly 57.5 µM), inactives show top-dose activity change, negative = inhibition, most hits filed as inhibitors; actives 0.006% (n = 340,000); note: potency is the fitted concentration of half-maximal effect
Target sequence (P17405 47-631 limits assumed): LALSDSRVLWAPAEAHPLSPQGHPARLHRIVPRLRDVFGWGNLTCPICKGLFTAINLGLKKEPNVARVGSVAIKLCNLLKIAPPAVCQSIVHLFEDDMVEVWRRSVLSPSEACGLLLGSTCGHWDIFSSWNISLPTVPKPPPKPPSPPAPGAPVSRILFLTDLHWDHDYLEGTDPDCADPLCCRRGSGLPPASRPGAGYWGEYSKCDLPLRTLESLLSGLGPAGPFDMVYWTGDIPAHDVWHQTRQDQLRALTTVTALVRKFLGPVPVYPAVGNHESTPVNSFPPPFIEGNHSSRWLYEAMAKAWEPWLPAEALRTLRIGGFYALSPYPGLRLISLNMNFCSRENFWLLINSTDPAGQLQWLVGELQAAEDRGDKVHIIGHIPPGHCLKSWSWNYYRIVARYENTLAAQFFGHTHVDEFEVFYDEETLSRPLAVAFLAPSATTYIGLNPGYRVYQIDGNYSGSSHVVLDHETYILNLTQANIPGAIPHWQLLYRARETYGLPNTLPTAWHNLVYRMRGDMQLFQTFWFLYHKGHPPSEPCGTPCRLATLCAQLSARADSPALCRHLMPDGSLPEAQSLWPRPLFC
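Fluorogenic HMU-PC substrate (9 uM final) is turned over by placental ASM in 60 min at 37 C after a 10 min compound preincubation. Reaction ended by alkaline stop (pH 10), with fluorescence read at 386/447 nm.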
MLL CXXC-DNA inh = inhibitors of human MLL CXXC domain-DNA interaction | Q03164 | MLL-CXXC / FITC-HOXA9 DNA fluorescence polarization | Potency, µM (series often up to 115 µM), inactives show at the top dose activity change, negative = inhibition, actives largely listed as inhibitors | actives 0.037% (n = 290,000); active = well fitted inhibition curve with a large enough effect in the polarisation, with a control signal flat, not every such curve was filed as active; inconclusive = small, poorly fitted or top-dose-only effect, or effect the other way, or a change in a side signal; inactive = no such curve, though single readings can be large or run the other way; the % refers to the polarisation; note: potency is the fitted concentration of half-maximal effect
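Fluorescence polarization: 7 uM MLL-CXXC (stock) preincubated 5 min with compounds, then 50 nM fluorescein-HOX-A9 DNA (stock) added; 30 min ambient. Buffer 50 mM Tris-HCl pH 7.5, 50 mM NaCl, 1 mM DTT, 0.05% BSA.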
a7 integrin act = activates integrin-mediated alleviation for muscular dystrophy. alpha7betagal myoblasts, beta-gal FDG fluorescence, 48 h. Potency, µM (titrated, usually from 38.3 µM), for the others: at the top dose activation, hits mostly activators. actives 0.064% (n = 350,000);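 note: potency is the fitted concentration of half-maximal effect; 100% = response of the positive control SU9516; nearly all actives have a fitted effect of over 60% in size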
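Alpha7betagal+/- myoblasts (passage 13) were plated 16-24 hr, then exposed to compounds (1:260 dilution of DMSO stock) for 48 hours at 37C. After MPER lysis, β-galactosidase reporter activity was read as FDG fluorescence (ex 480/em 540) after 30 minutes.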
GALK inh = inhibitors of human galactokinase; actives 0.007% (n = 270,000); Purified GALK, Kinase-Glo residual ATP luminescence; Potency, µM (top dose mostly 57.5 µM), for the others: at the highest dose activity change, negative = inhibition, usual class: inhibitors; P51570; AID 1868; note: potency is the fitted concentration of half-maximal effect; % is set by controls: 0 for no effect and ±100 for the full control effect
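Galactose (100 uM) and ATP (35 uM) were turned over by 5 nM GALK for 1 h at RT. Kinase-Glo Plus then converted the remaining ATP into a luminescent signal.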
KCNH2 WT inh = inhibitors of human wildtype KCNH2 potassium channel; Q12809; U2OS, BacMam KCNH2, thallium flux FluxOr; active compounds read low; activity change, % at 1.84 µM; actives 0.37% (n = 340,000); AID 720551;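 active = maximum activity change below -70%; inconclusive = maximum activity change between -70% and -50%; inactive = maximum activity change above -50%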; note: % is set by controls: 0 for no effect and ±100 for the full control effect
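U2OS cells transduced with wild-type KCNH2 virus are loaded with FluxOr dye for 45 min, and thallium flux is measured in kinetic reads before and after stimulation buffer. Rate constants are normalized to DMSO controls.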
AT treatment = potential ataxia-telangiectasia treatment; actives 0.19% (n = 320,000); […] A-T fibroblasts, KAP-1 phosphorylation AlphaLISA; neocarzinostatin DNA damage 30 min before lysis; Potency, µM (series often up to 57.5 µM), without a hit: at the highest dose activation, most hits filed as activators; AID 485349; note: potency is the fitted concentration of half-maximal effect; % of control where 0% means no effect; nearly all actives have a fitted effect of over 45% in size
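ATM-like activity read as KAP-1 phosphorylation via AlphaLISA donor/acceptor antibody pairs after lysis and 6 hr at 25C. Cells were ATM-null patient fibroblasts ([…], hTERT), dosed 60 min, then exposed to the DSB inducer NCS for 30 min.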
KCNH2 3.1 block = KCNH2 3.1 (human) potassium channel inhibition | U2OS KCNH2 3.1, thallium flux FluxOr; active compounds read low | activity change, % (tested at about 1.8 µM) | actives 0.95% (n = 340,000);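 active = maximum activity change below -70%; inconclusive = maximum activity change from -70% to -50%; inactive = maximum activity change above -50%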;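 note: thallium influx rate constant from kinetic fluorescence after stimulation buffer; % is set by controls: 0 for no effect and ±100 for the full control effect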
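Virally transduced U2OS (3.1 isoform, 4 h infection in dark at RT) → overnight 37 C → FluxOr + Red40 in HBSS/HEPES, 45 min → stimulation buffer, 2 min kinetic read → rate constant vs DMSO controls.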
TRPV1 agonist = activates the human vanilloid receptor TRPV1; Q8NER1; TRPV1-expressing cells, Fluo-8 calcium influx, agonist mode; activation, % at 8.33 µM; actives 0.19% (n = 320,000); in the data active = activation above about 80%; inconclusive = between about 30% and that limit; note: 0% is about no effect
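TRPV1-expressing cells were cultured overnight at 35.5C and loaded with Fluo-8 calcium dye for 40 to 90 min at room temperature. After a 10 s baseline, compound was added and calcium influx was read kinetically for 3 min (ex 480/em 520 nm).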
FBPA coupling cs = coupling enzyme interference in Giardia aldolase counter-screen; coupling enzyme system counterscreen, AmpLite Red fluorescence; actives 0.67% (n = 290,000); activity change, negative = inhibition, % at 58.2 µM, hits read low; in the data active = activity change below about -30%; note: % is set by controls: 0 for no effect and ±100 for the full control effect
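Final compound at 57.5 uM, incubated 10 min at RT with coupling enzyme reagent (glyceraldehyde-3-phosphate), then 20 min with substrate and AmpLite Red detection. Fluorescence read at 525/598 nm; tests interference with the coupling assay, not aldolase inhibition.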
MBNL1 CUG block = MBNL1-poly(CUG) RNA binding inhibition | Q9NR56 | TR-FRET MBNL1-His/biotin-(CUG)12 binding, 665/545 ratio | Potency, µM (titrated, usually from 57.5 µM), for inactives: top-dose activity change, negative = inhibition, most hits filed as inhibitors | actives 0.036% (n = 280,000); active = well fitted inhibition curve with a large enough effect in the signal ratio, with a control signal flat, not every such curve was filed as active; inconclusive = small, poorly fitted or top-dose-only effect, or effect the other way, or a change in a side signal; inactive = no such curve, though single readings can be large or run the other way; the % refers to the signal ratio; note: potency is the fitted concentration of half-maximal effect; % is set by controls: 0 for no effect and ±100 for the full control effect
Target sequence (Q9NR56 whole entry, looked up): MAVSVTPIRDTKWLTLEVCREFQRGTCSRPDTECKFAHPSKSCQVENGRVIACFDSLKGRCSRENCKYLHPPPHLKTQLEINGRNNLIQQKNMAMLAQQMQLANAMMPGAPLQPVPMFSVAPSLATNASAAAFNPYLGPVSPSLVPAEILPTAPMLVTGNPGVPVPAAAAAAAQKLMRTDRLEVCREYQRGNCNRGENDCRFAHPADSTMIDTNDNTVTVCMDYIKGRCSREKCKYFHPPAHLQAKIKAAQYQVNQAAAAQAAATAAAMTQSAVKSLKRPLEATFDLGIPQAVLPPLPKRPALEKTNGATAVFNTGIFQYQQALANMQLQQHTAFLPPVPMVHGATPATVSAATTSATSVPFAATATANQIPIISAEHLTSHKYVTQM
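TR-FRET between His-tagged MBNL1 and biotin-(CUG)12 RNA, detected with Tb anti-His antibody (0.055 ng/ul) and streptavidin-XL665 (5 nM), 60 min at room temperature. Compounds titrated 92 nM to 58 uM; 665/545 nm ratio normalized to buffer and complex controls.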
The depositor's hits bear a star; u = inconclusive; x = not tested or not shown; & = joins results of further samples; [ ] = another dose, or the depositor's remark. Unless noted, calls come from the whole dose curve; as a rule, active = well fitted curve in the direction sought with a large enough effect; inconclusive = small, poorly fitted or top-dose-only effect, or another doubt; inactive = no such curve, though single readings can be large; an effect the other way counts as inactive or inconclusive.

Each structure is followed by: KCNH2 WT inh | MLL CXXC-DNA inh | a7 integrin act | ASM inhibitor | GALK inh | FBPA coupling cs | TRPV1 agonist | KCNH2 3.1 block | AT treatment | MBNL1 CUG block
CC(=O)OC1(c2ccccc2)CC(C(C)(C)C)CN(C(C)(C)C)C1 (centres undefined)
→ -9.7 | -4.4% | 34.0% | 2.9% | 1.3% | 4.2 | 12.8 | x | -8.7% | 2.4%
CN(C)[C@@H]1C(=O)C(C(N)=O)=C(O)[C@@]2(O)C(=O)C3=C(O)c4c(O)cccc4[C@@](C)(O)[C@H]3[C@H](O)[C@@H]12
→ -15.1&-0.1 | -6.7%&-26.1% | x | 8.3%&-4.3% | -0.4% | -19.6 | 4.6&-0.9&1.7 | -4.8&20.0 | -13.3%&-0.1%&5.6% | u
Cc1ccc(N2C(=O)NC(=O)/C(=C/c3ccoc3)C2=O)cc1
→ -0.9 | 52.9%[activator] | -12.1% | -0.6% | x | 1.8 | 3.1 | -4.4 | -10.6% | -1.4%
S=C=Nc1ccccn1
→ -0.3 | 6.3% | -5.4% | 1.9% | -0.3% | 1.8 | -0.1 | 56.6 | 0.2% | 1.8%
Cc1ccccc1-c1nc2ccccc2c(=O)n1C
→ 5.7 | -12.2% | 5.2% | -4.3% | -2.7% | 0.3 | -3.8 | 3.5 | -8.1% | -16.9%
Cn1cccc1/C=C1\C(=O)NC(=O)N(Cc2ccccc2)C1=O
→ -3.3 | u | 2.0% | -2.2% | 4.2% | 6.2 | -0.4 | 4.4 | -22.7% | 5.2%
CC(C)(C)c1ccc(CN2C(=O)CN=C(c3ccccc3)c3ccccc32)cc1
→ 1.3 | -6.4% | -49.5%[inhibitor] | -11.8% | -0.1% | 5.8 | x | -8.4 | -10.9% | -11.1%
CC(C)C[C@H]1C(=O)N2CCC[C@H]2[C@]2(O)O[C@](NC(=O)[C@@H]3C=C4c5cccc6[nH]cc(c56)C[C@H]4N(C)C3)(C(C)C)C(=O)N12
→ 19.1 | x | x | 82.1%[activator] | x | x | 0.1 | 13.0 | 1.9% | x
O=C(Cc1ccccc1)OCc1ccccc1
→ -2.4 | x | x | -12.3% | x | x | 20.4 | 2.6 | 5.8% | x
COc1ccc(CN2CCN(C(=O)Cc3ccccc3)CC2)cc1Br
→ -0.6 | -6.3% | -29.7% | -0.8% | 5.5% | -2.0 | 18.6 | -6.0 | 1.1% | -3.2%
Cc1nc(C(=O)O)nn1-c1ccc([N+](=O)[O-])cc1
→ 3.4 | -5.5% | 15.2% | -0.6% | -1.9% | -0.3 | 2.3 | -20.2 | 5.0% | u
COc1ccc(C(=O)C2CCCN(Cc3ccc(C)s3)C2)c(OC)c1 (centres undefined)
→ 24.4 | 0.2% | -33.6% | -1.7% | 6.8% | -1.6 | 10.1 | 0.6 | 7.7% | -7.7%
COc1ccc(CCNCc2ccc(C)s2)cc1OC
→ 21.3 | 2.0% | u | 3.3% | 0.9% | -0.7 | -3.2 | 19.4 | -2.8% | -2.6%
O=C(c1ccc2c(c1)OCO2)C1CCCN(Cc2ccc(F)c(F)c2)C1 (centres undefined)
→ 18.9 | -2.1% | 19.5% | 0.1% | -7.5% | x | 18.7 | -18.1 | 9.2% | -9.2%
CC(=O)c1ccc(NC(=O)N2C[C@H]3C[C@@H](C2)c2cccc(=O)n2C3)cc1
→ -4.7 | 3.6% | -10.8% | 3.4% | x | -0.4 | -2.4 | 3.4 | -8.2% | 5.1%
Cc1ccnc(-n2c(-c3ccccc3)nc3ccccc3c2=O)c1
→ -31.4 | -2.1% | -4.7% | -1.1% | -1.0% | -0.4 | -1.2 | 14.4 | 2.8% | -7.2%
CCCCn1nc(C)c(C(=O)O)c1Cl
→ -0.9 | 4.3% | -7.4% | 3.7% | -1.4% | -0.7 | 1.0 | 3.9 | 0.0% | -5.4%
COc1ccc(C(CC(=O)N2CCC3(CC2)OCCO3)NS(=O)(=O)c2ccc(C)cc2)cc1 (centres undefined)
→ -1.2 | 1.1% | -15.3% | -0.8% | 1.8% | -3.6 | -0.6 | -2.1 | -0.1% | -4.1%
Cc1ccc(N=Cc2c(O)n(-c3ccc(C)cc3)c(=O)[nH]c2=O)cc1
→ 20.1 | x | 38.2% | 0.3% | x | x | x | 12.2 | x | x
CCOc1ccc(NC2=NCCCS2)cc1
→ 5.8 | 54.6%[activator] | 13.9% | -10.5% | 1.2% | 0.8 | -0.7 | -7.9 | -1.5% | -9.1%
O=c1[nH]c(=O)n(-c2cccc(Cl)c2)c(O)c1/C=N/c1ccccn1
→ -3.3 | 13.6% | -16.4% | -1.9% | 4.7% | -0.1 | -2.4 | 3.5 | -1.3% | 2.3%
CNc1ccc2nc3ccccc3[n+](C)c2c1
→ 5.5 | 4.7% | -15.1% | -19.0% | 6.4% | -17.7 | 3.1 | 0.7 | -10.0% | u
C[n+]1c(-c2ccccc2)sc2ccccc21
→ -15.5 | -2.1% | 0.0% | -0.2% | 1.9% | 1.9 | 4.4 | 1.0 | 0.4% | 7.1%
CC(C)C(=O)N1CCN(CCN=Cc2c(O)n(C)c(=O)n(C)c2=O)CC1
→ -8.5 | 2.1% | -28.0% | -2.7% | -0.8% | -0.4 | 3.0 | 14.5 | 0.2% | 3.6%
COC(=O)CC1=C(C(=O)OC)C2(C(=O)N(C)c3ccccc32)C(C#N)=C(N)O1 (centres undefined)
→ -5.1 | -2.5% | -52.5%[inhibitor] | 0.8% | 4.2% | -8.4 | -0.2 | -7.1 | 1.2% | -1.4%
CC(=O)N(C1=NCCCS1)c1ccc(Cl)cc1
→ -1.8 | -6.4% | -27.1% | -5.3% | 1.1% | 5.0 | -3.4 | 8.2 | 3.0% | -1.6%
O=C(NC(Cc1ccccc1)C(=O)N1CCC2(CC1)OCCO2)C1CCCCC1 (centres undefined)
→ -1.6 | 5.2% | 6.4% | 3.0% | 4.8% | 1.5 | 3.4 | 5.4 | 12.2% | 4.7%
Clc1ccc(C(Cl)(Cl)Cl)c(Cl)c1
→ -8.0 | x | x | -1.4% | x | x | -0.7 | -13.7 | 15.9% | x
CN(C)CC1CSCCC1(O)c1ccc(C(F)(F)F)cc1 (centres undefined)
→ -7.6 | 13.0% | 2.9% | 0.7% | -0.2% | -1.4 | -5.8 | 11.5 | 8.6% | -20.3%
CCCN1CCC[C@@H]2Cc3[nH]ncc3C[C@H]21
→ -2.7 | x | x | 3.9% | x | -5.9&-4.3 | x | -0.9 | x | x
CC(C)C[C@H]1C(=O)N2CCCC2[C@]2(O)O[C@](NC(=O)[C@@H]3C=C4c5cccc6[nH]cc(c56)CC4N(C)C3)(C(C)C)C(=O)N12 (some centres undefined)
→ 0.6 | u | x | 34.5%[activator] | 0.4% | -38.0* | 2.9 | 2.5 | 7.2% | u
CCOc1ccc(N2C(=O)NC(=O)/C(=C\c3ccccc3[N+](=O)[O-])C2=O)cc1
→ -2.2 | 9.2% | 5.2% | 6.2% | 0.6% | 8.0 | 0.8 | -8.6 | -23.1% | 16.8%
Cc1ccc(-n2c(O)c(C=Nc3ccccc3N)c(=O)[nH]c2=O)cc1C
→ -0.7 | 2.3% | -29.5% | -1.0% | 7.8% | -1.6 | 3.0 | 4.7 | 1.5% | 15.5%
CCCCn1c(O)c(C(CC)=Nc2ccc(OCC)cc2)c(=O)[nH]c1=O
→ -5.6 | -2.9% | -24.1% | -13.3% | -3.7% | 0.0 | 2.2 | -7.4 | -4.3% | 0.0%
O=P(C(Cl)Cl)(N1CCOCC1)N1CCOCC1
→ 4.1 | 13.7% | -1.9% | 19.1%[11.5 µM] | 14.3% | 2.0 | -0.1 | 17.3 | 2.2% | -3.0%
c1ccc(CCNC2CCCCCC2)cc1
→ -25.3 | 3.9% | -31.0% | 3.2% | 3.4% | 3.0 | -1.2 | 12.5 | 10.0% | -8.0%
Cc1ccc[n+](CC(=O)c2ccccc2)c1
→ x | u | x | x | -1.8% | -4.7 | -2.2 | x | 1.12µM* | 6.0%
O=c1[nH]c(=O)n(CCC2=CCCCC2)c(O)c1C=NCCN1CCNCC1
→ 7.5 | 37.5%[activator] | -4.7% | -5.7% | -1.8% | -0.4 | 0.2 | 1.2 | -2.4% | -0.1%
O=C(COC(=O)Cc1ccccc1)NC(=O)NC1CCCCC1
→ -6.0 | x | 14.6% | 0.9% | x | x | 17.2 | 1.0 | -5.2% | x
C=CCn1c(O)c(C(CC)=Nc2ccc(N(C)C)cc2)c(=O)[nH]c1=O
→ 13.0 | -18.9% | -6.3% | -9.9% | 1.6% | -19.5 | 19.4 | 7.7 | 2.3% | x

Source: PubChem BioAssay (National Center for Advancing Translational Sciences (NCATS))

Only part of the results is shown; rates above refer to the full screens.
